# From PubChem
# AID772: HT29 colon tumor cell growth inhibition, primary screen, imaging, high content imaging, 72 h, CellTiter-Glo (AID 772); growth inhibition, % at 10 µM; 3,300 compounds, 0.6% hits; HT29 cell growth, HCS imaging cell count, 72 h; stronger effect = higher value;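 active = growth inhibition above 90%, meaning viable cell count cut by more than 90% versus vehicle controls; inactive = growth inhibition below 90%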
# A549 NSCLC growth: A549 NSCLC cell proliferation inhibitors – ATP luminescence, human non-small cell lung line, primary screen (AID 371); A549 growth inhibition, ATP luminescence; stronger effect = higher value; growth inhibition, % at 10 µM; 3,300 compounds, 8.4% hits;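 active = mean growth inhibition over the two runs of 50% or more; inactive = mean growth inhibition under 50%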;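 also: compound exposure lasted 72 h before the ATP read; 0% = untreated cell signal and 100% = no luminescence left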
# AID364: cytotoxicity toward Jurkat T cells, primary screen, cell-based, Jurkat E6.1, NIH starter set (AID 364). Jurkat E6.1 viability, ATP luminescence, 48 h; higher % means a stronger effect. one-dose inhibition, % at 4 µM; CC50 in µM for titrated hits. 3,300 compounds, 2% hits;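 active = concentration giving half-maximal inhibition at or below 20 micromolar; inactive = half-maximal concentration above 20 micromolar, or not dose tested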;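 also: 100% = cells treated with 4 µM doxorubicin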
# HT29 cell growth-1: HT29 colon tumor cell growth inhibition, primary screen, imaging, high content imaging, 24 h, CellTiter-Glo (AID 770); HT29 cell number by imaging, 24 h; stronger effect = higher value; 3,300 tested, under 10 active; growth inhibition, % at 10 µM;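 active = growth inhibition above 90% in viable cell count at a single dose; inactive = growth inhibition below 90%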
# HT29 cell growth-2: HT29 colon tumor cell growth inhibition, primary screen, imaging, high content imaging, 48 h, CellTiter-Glo (AID 771); HT29 cell growth, HCS imaging cell count, 48 h; stronger effect = higher value; growth inhibition, % at 10 µM; 3,300 compounds, 2% hits;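 active = growth inhibition above 90%, meaning viable cell count by imaging cut by more than 90% versus vehicle controls; inactive = growth inhibition below 90%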;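 also: percent fewer viable cells counted by imaging than vehicle controls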
# HT29 cell growth-1 condensed nuclei: recorded beside HT29 cell growth-1, whose call it bears; condensed nuclei, %; measured here: percent cells with condensed nuclei;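 share of cells whose nuclear area falls below control median minus 1.5 SD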
# HT29 cell growth-1 ATP viability: also measured in HT29 cell growth-1; calls as there; growth inhibition, %; measured here: ATP CellTiter-Glo viability
# HT29 cell growth-2 condensed nuclei: also measured in HT29 cell growth-2; calls as there; condensed nuclei, %; measured here: percent cells with condensed nuclei;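 condensed means Hoechst nuclear area under control median minus 1.5 SD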
# HT29 cell growth-2 ATP viability: further read-out of HT29 cell growth-2, marked with its call; growth inhibition, %; measured here: ATP CellTiter-Glo viability inhibition
# AID772 condensed nuclei: further read-out of AID772, marked with its call; condensed nuclei, %; measured here: percent cells with condensed nuclei;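 condensed means nuclear area below control median minus 1.5 SD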
# AID772 second: also measured in AID772; calls as there; growth inhibition, %; measured here: ATP CellTiter-Glo viability
# * marks the source's active call; other numbers are inactive results; x = not tested or not shown; & = joins results of further samples. Not all compounds are listed. The share of hits here may be higher or lower than overall.
Compound | AID772 | AID772 condensed nuclei | AID772 second | A549 NSCLC growth | AID364 | HT29 cell growth-1 | HT29 cell growth-1 condensed nuclei | HT29 cell growth-1 ATP viability | HT29 cell growth-2 | HT29 cell growth-2 condensed nuclei | HT29 cell growth-2 ATP viability
N#CCCn1cnc2c(=S)nc[nH]c21 | 20 | 13 | -4 | 6 | 3% | -3 | 2.5 | -13 | 28 | 2.9 | -17
CCC1(C)Cc2c(sc3nc4n(c(=O)c23)CCS4)CO1 (configuration not stated) | 23 | 9 | -7 | 17 | -7% | 8 | 2.8 | -2 | -39 | 2.4 | 2
CCC(=O)Oc1oc(-c2ccccc2)nc1C=Nc1ccccc1OC | -13 | 3 | -38 | 49 | 2% | -43 | 2.6 | -12 | -11 | 3.9 | -18
COc1ccc(OC)c2c(N)c(C#N)c(C(F)(F)C(F)(F)F)nc12 | 56 | 6 | 29 | 2 | 1% | -7 | 5.5 | -4 | 11 | 4.5 | -21
CCCCOC(=O)CSC1=C(C#N)C(c2ccc3c(c2)OCO3)CC(=O)N1 (configuration not stated) | 14 | 0 | -41 | 40 | 6% | 6 | 1.6 | -15 | -16 | 2.2 | -9
COc1ccc(/C(O)=C2/C(=O)C(=O)N(CCCN(C)C)C2c2ccccc2)cc1OC (configuration not stated) | -34 | 3 | -26 | 4 | -7% | 8 | 0.7 | -6 | -11 | 1.7 | -2
C[C@]12CCC(=O)C=C1CC[C@@H]1[C@@H]2[C@@H](O)C[C@@]2(C)[C@H]1CC[C@]2(O)C(=O)COC(=O)CCC(=O)O | 21&6 | 2&3 | 7&-6 | 22&14 | -3%&0% | 68&2 | 12&1.4 | 12&2 | 25&3 | 3.4&2.4 | x
CSc1nc2sc3c(c2c2nncn12)CCC3 | 30 | 4 | 15 | 14 | 2% | -5 | 1.9 | -6 | 25 | 1.8 | 12
CCCCOc1ccc(-c2nnc(N)s2)cc1 | -38 | 3 | -42 | 21 | -7% | 13 | 1.5 | 8 | 22 | 4.6 | -7
Cc1c(C2Nc3ccccc3NC3=C2C(=O)CC(C)(C)C3)cnn1C (configuration not stated) | -52 | 3 | -46 | -1 | 1% | 19 | 3.4 | -3 | 5 | 1.7 | -24
Cn1c(=O)c2c(nc(NCc3ccc4c(c3)OCO4)n2Cc2ccccc2F)n(C)c1=O | -9 | 2 | -19 | 43 | 19% | 49 | 7.6 | 14 | 19 | 1.9 | 16
CCC1(C)Cc2c(C#N)c(N)sc(=S)c2CO1 (configuration not stated) | 48 | 19 | 4 | 16 | -3% | 36 | 9.3 | -6 | 43 | 1.9 | 6
CC(=O)O[C@]1(C(C)=O)CC[C@H]2[C@@H]3C=C(Cl)C4=CC(=O)CC[C@]4(C)[C@H]3CC[C@@]21C | 49 | 4 | 12 | 53* | 4% | -17 | 0.3 | 18 | 33 | 1.7 | x
CO[C@H]1C=CO[C@@]2(C)Oc3c(C)c(O)c4c(O)c(c(C=NN5CCN(C)CC5)c(O)c4c3C2=O)NC(=O)C(C)=CC=C[C@H](C)[C@H](O)[C@@H](C)[C@@H](O)[C@@H](C)[C@H](OC(C)=O)[C@@H]1C | 84 | 30 | 9 | 10 | -5% | 27 | 4.0 | 13 | 41 | 4.0 | x

# Filtered by structure, those above with sulfur (six)
Compound | AID772 | AID772 condensed nuclei | AID772 second | A549 NSCLC growth | AID364 | HT29 cell growth-1 | HT29 cell growth-1 condensed nuclei | HT29 cell growth-1 ATP viability | HT29 cell growth-2 | HT29 cell growth-2 condensed nuclei | HT29 cell growth-2 ATP viability
N#CCCn1cnc2c(=S)nc[nH]c21 | 20 | 13 | -4 | 6 | 3% | -3 | 2.5 | -13 | 28 | 2.9 | -17
CCC1(C)Cc2c(sc3nc4n(c(=O)c23)CCS4)CO1 (configuration not stated) | 23 | 9 | -7 | 17 | -7% | 8 | 2.8 | -2 | -39 | 2.4 | 2
CCCCOC(=O)CSC1=C(C#N)C(c2ccc3c(c2)OCO3)CC(=O)N1 (configuration not stated) | 14 | 0 | -41 | 40 | 6% | 6 | 1.6 | -15 | -16 | 2.2 | -9
CSc1nc2sc3c(c2c2nncn12)CCC3 | 30 | 4 | 15 | 14 | 2% | -5 | 1.9 | -6 | 25 | 1.8 | 12
CCCCOc1ccc(-c2nnc(N)s2)cc1 | -38 | 3 | -42 | 21 | -7% | 13 | 1.5 | 8 | 22 | 4.6 | -7
CCC1(C)Cc2c(C#N)c(N)sc(=S)c2CO1 (configuration not stated) | 48 | 19 | 4 | 16 | -3% | 36 | 9.3 | -6 | 43 | 1.9 | 6

# 2 compounds drawn at random from those above, as already listed:
Compound | AID772 | AID772 condensed nuclei | AID772 second | A549 NSCLC growth | AID364 | HT29 cell growth-1 | HT29 cell growth-1 condensed nuclei | HT29 cell growth-1 ATP viability | HT29 cell growth-2 | HT29 cell growth-2 condensed nuclei | HT29 cell growth-2 ATP viability
CCC(=O)Oc1oc(-c2ccccc2)nc1C=Nc1ccccc1OC | -13 | 3 | -38 | 49 | 2% | -43 | 2.6 | -12 | -11 | 3.9 | -18
COc1ccc(/C(O)=C2/C(=O)C(=O)N(CCCN(C)C)C2c2ccccc2)cc1OC (configuration not stated) | -34 | 3 | -26 | 4 | -7% | 8 | 0.7 | -6 | -11 | 1.7 | -2
